FH mod – Identification of activators of human fumarate hydratase by quantitative high-throughput screening; Potency, µM (highest dose often 79.9 µM), without a hit: at the top dose activity change, negative = inhibition, most hits filed as inhibitors; FH coupled MDH/diaphorase resazurin fluorescence, 15 min; 0.22% of 54,000 active; further: the screen sought activators but most active calls are inhibition curves; nearly all actives have a fitted effect of over 45% in size
Target sequence (P07954 whole entry, looked up): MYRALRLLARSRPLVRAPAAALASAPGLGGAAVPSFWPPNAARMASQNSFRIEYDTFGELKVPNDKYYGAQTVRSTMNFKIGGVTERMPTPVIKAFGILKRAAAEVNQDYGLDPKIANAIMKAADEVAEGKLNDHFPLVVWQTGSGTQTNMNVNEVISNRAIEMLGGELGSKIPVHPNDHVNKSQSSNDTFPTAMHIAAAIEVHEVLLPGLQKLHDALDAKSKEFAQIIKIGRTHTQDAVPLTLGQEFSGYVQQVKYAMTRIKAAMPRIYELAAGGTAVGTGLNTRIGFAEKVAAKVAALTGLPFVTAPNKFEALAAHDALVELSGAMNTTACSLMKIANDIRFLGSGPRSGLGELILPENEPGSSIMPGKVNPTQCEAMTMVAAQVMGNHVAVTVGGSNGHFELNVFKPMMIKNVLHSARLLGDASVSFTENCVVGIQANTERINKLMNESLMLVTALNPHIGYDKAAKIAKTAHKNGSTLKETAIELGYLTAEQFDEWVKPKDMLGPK
NTMT1 inh – inhibitors of human N-terminal methyltransferase NTMT1; Q9BV86; NTMT1 MTase-Glo SAH luminescence, purified enzyme; Potency, µM (series often up to 114 µM), inactives show at the top dose activity change, negative = inhibition, most hits filed as inhibitors; 2.5% of 59,000 active; AID 1645870;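 further: plate controls were DMSO vehicle for no effect and no enzyme for full effect; nearly all actives have a fitted effect of over 65% in size; many of its hits are not listed in these tables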
Target sequence (Q9BV86 whole entry, looked up): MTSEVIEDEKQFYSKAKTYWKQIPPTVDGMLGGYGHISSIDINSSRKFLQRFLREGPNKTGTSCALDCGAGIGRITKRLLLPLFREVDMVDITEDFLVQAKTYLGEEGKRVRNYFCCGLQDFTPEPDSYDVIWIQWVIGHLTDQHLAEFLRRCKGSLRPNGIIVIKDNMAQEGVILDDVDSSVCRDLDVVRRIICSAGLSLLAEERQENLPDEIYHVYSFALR
* marks the source's active call; other numbers are inactive results; i = inactive; ? = inconclusive; & = joins results of further samples; [ ] = remark or other dose. The call rests on the fitted dose curve; in most records, active means well fitted curve in the direction sought with a large enough effect; inconclusive means small, poorly fitted or top-dose-only effect, or another doubt; inactive means no such curve, though single readings can be large; an effect the other way counts as inactive or inconclusive. Unless noted, on the % scale 0 is the no-effect control and ±100 the full control effect; potency means the concentration at half of the fitted maximal effect. This is a subset (hit frequency here may not be typical).

SMILES	FH mod	NTMT1 inh
CC1=C(CC/C(C)=C/C(=O)O)[C@@]2(C)CCCC(C)(C)C2CC1=O (stereo partly specified)	1.2%[53.3 µM]	4.6%[29.8 µM]
Cn1cnc([N+](=O)[O-])c1Sc1ncnc2nc[nH]c12	-11.6%[53.3 µM]	9.1%
C=C1CCC2C(C)(CO[C@@H]3O[C@H](CO)[C@@H](O)[C@H](O)[C@H]3O)C(O)CCC2(C)C1C(=O)CC1=CCOC1=O (stereo partly specified)	-0.3%[53.3 µM]	19.6%[29.8 µM]
C/C=C/C=C/[C@@H]1O[C@](O)([C@H](CC)C(=O)NC/C=C/C=C(\C)[C@@H](OC)[C@@H](C)C2OC(/C=C/C=C/C=C(\C)C(=O)c3c(O)cc[nH]c3=O)[C@H](O)[C@@H]2O)[C@H](O)[C@H](O)C1(C)C (stereo partly specified)	10.6%[20.6 µM]	-2.4%[12.6 µM]
COc1cc(C)c(C(=O)O[C@@H]2[C@H](O)[C@@H](CO)O[C@H]2n2ccc(=O)[nH]c2=O)c(OC)c1	3.9%[53.3 µM]	-14.4%[29.8 µM]
CC(=O)Nc1c(I)cc(I)c(C(=O)O)c1I	-4.3%[53.3 µM]	7.7%[57.5 µM]
C[C@H]1COc2c(C3(N)CC3)c(F)cc3c(=O)c(C(=O)O)cn1c23	-1.6%[53.3 µM]	13.8%[57.5 µM]
CCC(=O)Nc1ccc(O)cc1	0.9%[53.3 µM]	29.9%[57.5 µM]
COCCNCc1ccc(-c2cc3nccc(Oc4ccc(NC(=O)C5(C(=O)Nc6ccc(F)cc6)CC5)cc4F)c3s2)nc1	?	-5.0%[57.5 µM]
Cc1csc2c(N[C@@H](C)CN3CCN(S(=O)(=O)c4ccc(Cl)c(Cl)c4)CC3)ncnc12	-10.5%	1.6%[57.5 µM]
O=C1O[C@H]([C@@H](O)CO)C(O)=C1O	-5.7%[53.3 µM]	15.1%[57.5 µM]
CC1=CC(=O)C2C(C)(C)CC(O)CC2(C)C1CO (stereo unspecified)	-1.9%	-16.5%[57.5 µM]
C[C@@]1(O)[C@H](O)[C@@H](CO)O[C@H]1n1ccc(N)nc1=O	?	-10.3%[57.5 µM]
CN(C)CCOC(c1ccc(Cl)cc1)c1ccccn1 (stereo unspecified)	-0.6%[53.3 µM]	?
O=C1CCCC2=C1C1(CCSCC1)N=C(Nc1nc3ccccc3o1)N2	-7.4%	7.7%
COc1ccc(CCc2nc3cc(-c4c(C)noc4C)ccc3n2CC(C)N2CCOCC2)cc1Cl (stereo unspecified)	-13.2%	-1.2%[57.5 µM]
CC[C@]12C=CCN3CC[C@@]4(c5cc([C@@]6(C(=O)OC)C[C@H]7C[C@@H](C(C)(F)F)CN(Cc8c6[nH]c6ccccc86)C7)c(OC)cc5N(C)[C@H]4[C@@](O)(C(=O)OC)[C@@H]1OC(C)=O)[C@@H]32	2.3%[20.6 µM]	0.4%[12.6 µM]
CCC(C)CCCCC(=O)N[C@@H](CCN)C(=O)NC(C(=O)N[C@H](CCN)C(=O)N[C@@H]1CCNC(=O)C([C@@H](C)O)NC(=O)[C@@H](CCN)NC(=O)[C@@H](CCN)NC(=O)[C@@H](CC(C)C)NC(=O)[C@H](Cc2ccccc2)NC(=O)[C@H](CCN)NC1=O)[C@@H](C)O (stereo partly specified)	6.3%[53.3 µM]	?
CCOC(=O)C(C)(C)Oc1ccc(Cl)cc1	-18.9%&0.0%&-7.4%[53.3 µM]	-3.1%
COC1C(CO)OC(n2cnc3c(=O)[nH]cnc32)C1O (stereo unspecified)	-0.8%	?
Nc1ncnc2c1ncn2[C@H]1O[C@@H](C(=O)N2CCN(CC(=O)Nc3cccc4c3CNC4=O)CC2)[C@H](O)[C@@H]1O	-1.3%	-0.9%[57.5 µM]
C[C@]12CC/C(=N\OCC(=O)O)C=C1CC[C@@H]1[C@@H]2[C@@H](O)C[C@@]2(C)[C@H]1CC[C@]2(O)C(=O)CO	7.2%	-6.3%[57.5 µM]
CCCS(=O)(=O)Nc1ccc(F)c(C(=O)c2c[nH]c3ncc(Cl)cc23)c1F	-6.6%	11.2%&9.3%[57.5 µM]
COc1ccc(C2(C#N)CCC(C(=O)O)CC2)cc1OC1CCCC1 (stereo unspecified)	0.4%	2.8%
CC(=O)O[C@H](C[C@@H](C)[C@H]1C(=O)[C@H](O)[C@@]2(C)[C@@H]3CCC4C(C)(C)[C@@H](O[C@@H]5OC[C@H](O)[C@H](O)[C@H]5O)CC[C@@]45C[C@@]35CC[C@]12C)[C@@H]1OC1(C)C (stereo partly specified)	-20.4%[20.6 µM]	10.7%[12.6 µM]
O=C1CCc2cc(S(=O)(=O)Nc3ccc(F)c(Cl)c3)c(F)cc2N1	3.7%	?
COc1cc(N2CCC(C(N)=O)CC2)ccc1Nc1nc(N)c(Cl)c(Nc2ccccc2S(=O)(=O)C(C)C)n1	-25.2%[53.3 µM]	-25.2%[57.5 µM]
CC1=CC(=O)CC(C)(C)[C@@]1(O)/C=C/C(C)O[C@@H]1O[C@H](CO)[C@@H](O)[C@H](O)[C@H]1O (stereo partly specified)	4.3%[53.3 µM]	13.2%[29.8 µM]
CC1CCN(C(c2ccc(F)cc2)c2ccc(C(C)C(=O)O)cc2-c2ccc(C(F)(F)F)cc2)CC1 (stereo unspecified)	-24.4%	0.9%[57.5 µM]
C[C@@H]1C(=O)O[C@H](C)[C@H]1CC(=O)[C@](C)(O)[C@H]1CC[C@@]2(O)C3=CC(=O)[C@@H]4C[C@@H](O)[C@@H](O)C[C@]4(C)C3CC[C@]12C (stereo partly specified)	-0.5%[53.3 µM]	5.5%[29.8 µM]
CC(=O)O[C@@H]1C[C@]2(C)[C@@]3(CCC4[C@@]5(C)CC[C@H](O[C@@H]6O[C@H](C(=O)O)[C@@H](O)[C@H](OC7OC(CO)C(O)C(O)[C@H]7O[C@@H]7O[C@@H](C)[C@H](O)[C@@H](O)[C@H]7O[C@@H]7OC[C@](O)(CO)[C@H]7O)[C@H]6OC6OC(CO)C(O)C(O)C6O)C(C)(C)C5CC[C@]42C)OC[C@@]12CCC(C)(C)CC23 (stereo partly specified)	0.5%[13.5 µM]	9.4%[6.45 µM]
O=C1CCCC2=C1C(c1ccccc1Br)N=C(Nc1nc3ccccc3o1)N2 (stereo unspecified)	4.5%	16.6%
C=C(C)C(=O)O[C@H]1CC2=CC(C/C(C)=C\[C@H]3OC(=O)C(=C)[C@H]13)OC2=O (stereo partly specified)	5.5%[53.3 µM]	7.2%[29.8 µM]
C[C@](Cc1c[nH]c2ccccc12)(NC(=O)OC1C2CC3CC(C2)CC1C3)C(=O)NC[C@H](NC(=O)CCC(=O)O)c1ccccc1 (stereo partly specified)	3.4%[53.3 µM]	10.6%
C[C@@H]1O[C@@H](O[C@H]2[C@H](O)[C@@H](O)[C@H](OC3CCC4(C)C5CCC(C)(C(CO)OC6OC(CO)C(O)C(O)C6O)CC5=CCC4C3(C)C)O[C@@H]2CO)[C@H](O)[C@H](O)[C@H]1O (stereo partly specified)	?	-9.6%[12.6 µM]
NC[C@H](O)c1ccc(O)c(O)c1	-19.4%&-3.7%&-28.5%[53.3 µM]	?
CCCCOc1c(C(=O)c2c(F)cc(C)cc2F)cnc2n[nH]cc12	9.0%	?
NC1CCCCN(c2c(F)cc3c(=O)c(C(=O)O)cn(C4CC4)c3c2Cl)C1 (stereo unspecified)	5.6%[53.3 µM]	3.7%[29.8 µM]
Cc1cc2c(cc1C1(c3ccc(C(=O)O)cn3)CC1)C(C)(C)CCC2(C)C	-3.4%	-0.4%&3.9%[57.5 µM]
O=C(O)CC(CCc1ccccc1)OC1OC(CO)C(O)C(O)C1O (stereo unspecified)	0.2%[53.3 µM]	0.5%[29.8 µM]
Oc1c(I)cc(I)c2cccnc12	13.0%[53.3 µM]	66.6%[activator][57.5 µM]
O=C1[C@H](Cc2ccc(O)cc2)N2C(=O)CCN(C(=O)NCc3ccccc3)[C@H]2CN1Cc1cccc2ccccc12	-7.3%[53.3 µM]	?
C[C@H](NC(=O)CCc1nc2ccccc2c(=O)[nH]1)c1ccccc1	9.0%	5.8%
NC1(C(=O)NC(CCO)c2ccc(Cl)cc2)CCN(c2ncnc3[nH]ccc23)CC1 (stereo unspecified)	-0.8%	0.7%[57.5 µM]
CCc1cccc2c3c([nH]c12)C(CC)(CC(=O)O)OCC3 (stereo unspecified)	-7.9%&0.5%&0.0%[53.3 µM]	-7.3%&-5.0%[57.5 µM]
O=C1CCCC2=C1C(c1ncccc1Br)N=C(Nc1nc3ccccc3o1)N2 (stereo unspecified)	1.2%	23.4%&44.8%
C[C@@H]1C(=O)O[C@H]2[C@H]1CC[C@@]1(C)C(=O)C=C[C@](C)(O)[C@H]21	1.1%	9.6%[57.5 µM]
CCCCOc1ccc(C(=O)Nc2ccc(F)cc2F)cc1	4.8%	2.5%&-0.6%[57.5 µM]
Cc1cccc(C)c1NC(=O)CN1CCN(CCCC(c2ccc(F)cc2)c2ccc(F)cc2)CC1	0.5%[53.3 µM]	?
Clc1ccc2c(N3CCN(CCCN4CCN(c5ccnc6cc(Cl)ccc56)CC4)CC3)ccnc2c1	-3.4%[53.3 µM]	2.4%[29.8 µM]
C/C=C1/[C@H](O[C@@H]2O[C@H](CO)[C@@H](O)[C@H](O)[C@H]2O)OC=C(C(=O)OC)[C@H]1CC(=O)OCCc1ccc(O)c(O)c1	-0.4%[53.3 µM]	-7.0%[29.8 µM]
C[C@]12CCC(=O)C=C1[C@@H]1C[C@@H]1[C@H]1[C@@H]3[C@@H]4C[C@@H]4[C@@]4(CCC(=O)O4)[C@@]3(C)CC[C@@H]12	-3.4%[53.3 µM]	-1.9%
CCN(CC)CCNC(=O)c1c(C)[nH]c(/C=C2\C(=O)Nc3ccc(Cl)cc32)c1C	-18.8%	25.1µM*
O=c1ccn(C2OC(CO)C(O)C2O)c(=O)[nH]1 (stereo unspecified)	2.0%	-1.1%[57.5 µM]
CO[C@H]1C(=O)[C@]2(C)[C@@H](OC)C[C@H]3OC[C@@]3(OC(C)=O)[C@H]2[C@H](OC(=O)c2ccccc2)[C@]2(O)C[C@H](OC(=O)[C@H](O)[C@@H](NC(=O)OC(C)(C)C)c3ccccc3)C(C)=C1C2(C)C	4.1%[53.3 µM]	25.0%
CC(=O)[C@@]1(O)CC[C@H]2[C@@H]3C[C@H](C)C4=CC(=O)C=C[C@]4(C)[C@@]3(F)[C@@H](O)C[C@@]21C	-0.4%[53.3 µM]	10.4%[57.5 µM]
CC(C)(C)c1ccc(C(=O)Nc2cc(Cl)c(Br)cc2C(=O)O)cc1	?	?
COc1ccc(N2CCOCC2)c2sc(NC(=O)N3CCC(C)(O)CC3)nc12	-0.1%	-3.3%[57.5 µM]
CN(C)[C@@H]1CCc2[nH]c3ccc(NC(=O)c4ccc(F)cc4)cc3c2C1	4.2%	6.3%[57.5 µM]
CCOC(=O)[C@H](CCc1ccccc1)N[C@@H](C)C(=O)N1CCCC1C(=O)O (stereo partly specified)	1.9%[53.3 µM]	-28.3%[57.5 µM]

Other compounds follow.
SMILES	FH mod	NTMT1 inh
Cc1cc(C)c(-c2csc(NC(=O)c3ccccc3)n2)c(C)c1	-1.4%	2.7%[57.5 µM]
C[C@@H](NCCCc1cccc(C(F)(F)F)c1)c1cccc2ccccc12	-2.3%&0.0%[53.3 µM]	1.8%
CCOc1ccc(-c2ccc(Cn3c(CC(C)(C)C(=O)O)c(SC(C)(C)C)c4cc(OCc5ccc(C)cn5)ccc43)cc2)cn1	?	-2.2%&7.9%[57.5 µM]
Cc1oc(-c2ccccc2)nc1CCC(=O)c1ccc(CC2SC(=O)NC2=O)cc1 (stereo unspecified)	-23.9%[53.3 µM]	35.0%[activator][57.5 µM]
C=C(C)[C@@H]1CC[C@]2(C(=O)O)CC[C@]3(C(=O)O)[C@H](CCC4[C@@]5(C)CCC(=O)C(C)(C)C5CC[C@]43C)C12 (stereo partly specified)	0.1%[53.3 µM]	2.8%[29.8 µM]
CC1=CC2/C=C(\C)CCC(O)C/C=C/C(=O)OC23C(=O)NC(CC(C)C)C3C1C (stereo unspecified)	-0.9%[53.3 µM]	5.3%[29.8 µM]
O=C(O)Cn1c(C(=O)Nc2nc(-c3ccccc3Cl)cs2)cc2ccccc21	-10.6%[53.3 µM]	?
CC(CSC(=O)c1ccccc1)C(=O)N1C[C@@H](Sc2ccccc2)C[C@H]1C(=O)O (stereo partly specified)	-9.0%[20.6 µM]	-1.1%[29.8 µM]
Nc1ncnc2c1ncn2[C@@H]1O[C@H](COP(=O)(O)O)[C@@H](O)[C@H]1O	-4.9%[53.3 µM]	i

Screens deposited in PubChem BioAssay by National Center for Advancing Translational Sciences (NCATS).
